S1P2 blocker: human S1P2 receptor antagonists, primary screen, cell-based. cell-based S1P2 antagonist assay, inhibition at 5 uM. 97,000 compounds, 0.21% hits. inhibition, % at 5 µM. Sphingosine 1-phosphate receptor 2 (Homo sapiens), O95136; in the data active = inhibition above about 45%;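 also: CRE beta-lactamase reporter cells expressing human S1P2 stimulated with S1P; 0% = agonist at EC80 alone and 100% = agonist plus reference antagonist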
Target sequence (O95136 whole entry, looked up): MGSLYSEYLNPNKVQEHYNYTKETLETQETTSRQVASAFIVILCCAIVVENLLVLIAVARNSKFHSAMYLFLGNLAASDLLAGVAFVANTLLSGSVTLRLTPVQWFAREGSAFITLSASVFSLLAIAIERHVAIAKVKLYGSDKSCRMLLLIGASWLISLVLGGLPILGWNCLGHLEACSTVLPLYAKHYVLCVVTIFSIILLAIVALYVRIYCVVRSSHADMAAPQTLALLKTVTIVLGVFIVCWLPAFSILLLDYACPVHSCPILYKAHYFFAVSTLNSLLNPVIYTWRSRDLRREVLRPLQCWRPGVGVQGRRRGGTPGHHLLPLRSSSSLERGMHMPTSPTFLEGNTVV
HUVEC prolif 384: inhibitors of HUVEC proliferation, primary screen, cell-based, 384-well; AID 648, 2007; viability, % at 10 µM (by protocol); 86,000 compounds, 1.1% hits; CellTiter-Glo luminescence, 72 h; active compounds read low;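 active = viability at or below 30%; inactive = viability above 30%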;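 also: 100% = median luminescence of DMSO-only cell control wells on each plate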
S1P2 ag: S1P2 receptor agonists, primary screen, cell-based | Sphingosine 1-phosphate receptor 2 (Homo sapiens), O95136 | S1P2-expressing cell line, agonist reporter read-out | activation, % at 4.5 µM | 97,000 compounds, 0.46% hits; in the data active = activation above about 16%;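 also: 0% = vehicle low control and 100% = maximal reference agonist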
sEH inh: soluble epoxide hydrolase inhibitors, primary screen, biochemical, human sEH. Bifunctional epoxide hydrolase 2 (Homo sapiens), P34913. recombinant human sEH enzymatic activity assay. inhibition, % at 2 µM. 91,000 compounds, 0.34% hits. AID 707, 2007; in the data active = inhibition above about 80%; also: values of inactives mirror those of a sister screen read the other way; many of its hits are not listed in these tables
Target sequence (P34913 whole entry, looked up): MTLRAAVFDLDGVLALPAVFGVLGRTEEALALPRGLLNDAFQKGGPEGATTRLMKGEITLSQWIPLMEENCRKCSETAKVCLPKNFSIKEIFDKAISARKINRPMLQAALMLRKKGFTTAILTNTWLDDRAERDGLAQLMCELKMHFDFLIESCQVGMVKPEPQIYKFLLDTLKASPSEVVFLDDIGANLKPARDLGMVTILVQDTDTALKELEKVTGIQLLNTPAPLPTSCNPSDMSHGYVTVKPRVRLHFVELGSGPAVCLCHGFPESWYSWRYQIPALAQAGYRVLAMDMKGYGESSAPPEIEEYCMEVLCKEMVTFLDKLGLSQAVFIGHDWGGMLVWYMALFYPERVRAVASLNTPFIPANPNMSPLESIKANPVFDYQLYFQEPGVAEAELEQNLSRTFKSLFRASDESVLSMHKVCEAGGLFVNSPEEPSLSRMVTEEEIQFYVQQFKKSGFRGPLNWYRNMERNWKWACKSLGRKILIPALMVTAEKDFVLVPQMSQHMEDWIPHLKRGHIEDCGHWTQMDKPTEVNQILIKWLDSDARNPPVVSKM
PTPN22 act: LYP phosphatase activators, primary screen, biochemical, DiFMUP fluorescence, 2 µM; activation, % at 2 µM; AID 697, 2007; 96,000 compounds, 0.11% hits; recombinant LYP; 0 = plate median, 100 = signal doubled; Tyrosine-protein phosphatase non-receptor type 22 (Homo sapiens), Q9Y2R2;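 active = activation at 2 µM above a set limit, the mean plus 5 SD, cut at about 37% in these data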
H69AR growth 86K: proliferation blockers of H69AR lung cancer cells, primary screen, cell-based, human, 86K library. H69AR lung tumor viability, ATP luminescence, 72 h; active compounds read low. viability, % at 10 µM. 85,000 compounds, 6% hits. AID 598, 2007;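 active = viability at or below 40%; inactive = viability above 40%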;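 also: multidrug resistant small cell line overexpressing MRP-1 efflux transporter; 100% = mean luminescence of untreated control wells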
PostGolgi ctrl: growth inhibition of yeast control strain, primary screen, counter-screen for post-Golgi transport modulator project. AID 738, 2007. inhibition, % at 10 µM. efflux-deficient yeast background strain, growth absorbance A615, 16 h. 98,000 compounds, 5% hits; in the data active = inhibition above about 30%
Lung fibro prol: antiproliferative effect on LL 47 fibroblasts – human, LL 47 cells, CellTiter-Glo luminescence, primary screen. LL 47 human lung fibroblast viability, ATP luminescence; active compounds read low. viability, % at 10 µM. 85,000 compounds, 1.1% hits. AID 719, 2007;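 active = viability at or below 50% in the single dose screen; inactive = viability above 50%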;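 also: compound exposure lasted 72 h before the ATP readout; 100% = median luminescence of untreated cell-only wells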
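Test system: LL 47 human lung fibroblasts / Incubation: 72 h compound exposure at 37 °C after overnight plating / Technique: luminescent ATP detection, CellTiter-Glo / Compound dosing: 0.1% DMSO in all compound wells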
sEH activator: soluble epoxide hydrolase activators, primary screen, biochemical, human sEH; activation, % at 2 µM; Bifunctional epoxide hydrolase 2 (Homo sapiens), P34913; 91,000 compounds, 0.04% hits; purified human sEH enzymatic activity, activator screen; in the data active = activation above about 37%; also: values of inactives mirror those of a sister screen read the other way
* marks the source's active call; other numbers are inactive results; . = not tested or not shown. The list is partial. The share of hits here may be higher or lower than overall.

| nr | molecule | S1P2 blocker | HUVEC prolif 384 | S1P2 ag | sEH inh | PTPN22 act | H69AR growth 86K | PostGolgi ctrl | Lung fibro prol | sEH activator |
| --- | --- | --- | --- | --- | --- | --- | --- | --- | --- | --- |
| 1 | Cc1ccc(C2CC(=O)N3CN(Cc4ccco4)CSC3=C2C#N)cc1 (configuration not stated) | 6 | 106 | -3 | 5 | -6 | 83 | -1 | 101 | -3 |
| 2 | Cc1nc2ccccc2c2oc(C(=O)NCc3ccc4c(c3)OCO4)cc12 | -31 | 46 | -3 | 10 | 3 | 86 | 15 | 106 | -7 |
| 3 | COc1ccc(C2/C(=C(/O)c3ccccc3)C(=O)C(=O)N2c2ccccn2)c(OC)c1 (configuration not stated) | -8 | 95 | -2 | -4 | -1 | 88 | 7 | 102 | 3 |
| 4 | CCC(C)NCCCCOc1ccc(C)cc1[N+](=O)[O-] (configuration not stated) | 8 | . | -3 | -13 | 4 | . | -2 | . | 12 |
| 5 | Cc1ccc(S(=O)(=O)NCc2cn3ccsc3n2)c(C)c1 | -4 | 88 | -11 | 1 | -6 | 93 | 18 | 93 | 0 |
| 6 | N#CC1(c2ccccc2)CCCN1C(=O)c1ccccc1Cl (configuration not stated) | 8 | 93 | -1 | -2 | -3 | 112 | 17 | 105 | -1 |
| 7 | Cc1ccc(S(=O)(=O)N2CCC(C(=O)NCCc3ccccc3)CC2)cc1 | -6 | 92 | -4 | 9 | 13 | 101 | 5 | 104 | -10 |
| 8 | COC(=O)c1ccc(CSc2nnc(SCc3ccc(C(=O)OC)o3)s2)o1 | -22 | 92 | -2 | -8 | -8 | 80 | -11 | 89 | 8 |
| 9 | CC(=O)Nc1nonc1NC(=O)CSc1ncn[nH]1 | 2 | 92 | -8 | 2 | 3 | 87 | 8 | 99 | -1 |
| 10 | CCCC(=O)Nc1ccc(NC(=O)c2ccccc2Cl)nc1 | 6 | 86 | -4 | . | -4 | 51 | -1 | 91 | . |
| 11 | CN(C)C(=O)c1noc2cc([N+](=O)[O-])ccc12 | 14 | . | 0 | 2 | -9 | . | -7 | . | 0 |
| 12 | Cc1cccc(NC(=O)c2ccc(S(=O)(=O)N(C)C)cc2)c1 | 25 | 101 | -5 | 23 | 2 | 97 | -3 | 96 | -24 |
| 13 | Cc1onc(-c2ccccc2Cl)c1C(=O)Nc1cccc(-c2cn3cccnc3n2)c1 | 1 | 92 | -3 | -13 | 26 | 96 | 23 | 97 | 11 |
| 14 | COC(=O)CSc1nc2ccc(NC(C)=O)cc2s1 | -16 | 94 | -4 | -8 | 0 | 284 | 5 | 99 | 6 |
| 15 | COc1ccc(-n2ccc(=O)c3c2CCCC3=O)cc1 | 1 | 97 | -8 | . | 0 | 96 | 7 | 96 | . |
| 16 | COC(=O)c1ccc(NC(=O)CCS(=O)(=O)c2ccc(Br)s2)cc1 | -4 | 105 | -11 | 9 | -6 | 98 | 0 | 96 | -6 |
| 17 | COc1ccc(N(C(=O)c2ccccc2OC(C)=O)C(C)C2CC2)cc1 (configuration not stated) | -20 | 86 | -3 | -6 | -1 | 101 | 6 | 92 | 4 |
| 18 | Cc1cc(NC(=O)C23CCC(C)(c4nc5cc(Cl)c(Cl)cc5nc42)C3(C)C)no1 (configuration not stated) | -3 | 86 | 0 | -2 | 11 | 83 | . | 99 | 2 |
| 19 | CCC(=O)Nc1ccc(N2CCN(C(=O)c3ccccc3C)CC2)cc1 | -22 | 100 | -2 | -1 | 3 | 108 | 6 | 96 | 2 |
| 20 | CN1C(C)(C)CC(NC(=O)CCC(=O)NC2CC(C)(C)N(C)C(C)(C)C2)CC1(C)C | 7 | 94 | -2 | 9 | 7 | 79 | . | 100 | -6 |
| 21 | COc1ccccc1-n1c(SCC(=O)Nc2ccccc2F)nc2[nH]ncc2c1=O | 1 | 96 | 0 | 62 | 5 | 93 | 3 | 101 | -62 |
| 22 | COc1ccc(O)c(/C=N/Nc2nc(Nc3ccccc3)nc(-n3nc(C)cc3C)n2)c1 | 5 | . | -7 | 4 | 12 | . | 14 | . | -2 |
| 23 | Cc1ccc(C(=O)N/C(=C/c2ccc(-c3cc(C(F)(F)F)ccc3Cl)o2)C(=O)NCc2cccnc2)cc1 | -7 | . | -2 | . | -11 | . | 19 | . | . |
| 24 | CC1CCc2nn(CC(=O)NCc3ccco3)cc2C1 (configuration not stated) | . | 82 | . | . | . | 85 | -1 | 92 | . |
| 25 | COC(=O)c1ccccc1NC(=O)CNC(=O)c1ccco1 | 10 | 96 | 1 | -4 | -10 | 103 | 2 | 106 | 6 |
| 26 | COC(=O)N/N=C(\C)c1ccc(Br)cc1 | -2 | 93 | -2 | -1 | 3 | 106 | 9 | 105 | 1 |
| 27 | CCOc1ccc(CCNC(=O)C2CCN(S(=O)(=O)N3CCOCC3)CC2)cc1OCC | -1 | 102 | -6 | 22 | -5 | 86 | 1 | 111 | -21 |
| 28 | Cn1c(SCc2nc3ccccc3s2)nnc1-c1cccs1 | . | 94 | . | . | . | 81 | 8 | 86 | . |
| 29 | Cc1cc(C)cc(NC(=O)c2cccc(NC(=O)C3C4CC5OC(=O)C3C5C4)c2)c1 (configuration not stated) | -22 | 93 | -2 | -5 | 0 | 90 | 4 | 102 | 5 |
| 30 | CCC(C)NC(=O)CN1C(=O)CC(C)(C)S(=O)(=O)c2ccccc21 (configuration not stated) | 7 | 104 | -6 | . | 0 | 100 | 0 | 99 | . |
| 31 | CC(C)(C)c1nc(SCC(=O)Nc2ccc(N3CCOCC3)cc2)c2ccccc2n1 | 7 | 77 | -3 | 27 | -1 | 45 | 3 | 91 | -25 |
| 32 | COc1ccc(-c2cc(C(=O)N3CC4(C)CC3CC(C)(C)C4)no2)cc1OC (configuration not stated) | 7 | 86 | -4 | 0 | 3 | 100 | 16 | 101 | 2 |
| 33 | CCC1(C)CC(c2csc(N)n2)CCO1 (configuration not stated) | -12 | 87 | -6 | 13 | -1 | 96 | 7 | 102 | -8 |
| 34 | CCCCn1nc2cc(C(=O)NCc3ccc4c(c3)OCO4)ccc2c1OCC | 1 | . | -4 | -7 | -2 | . | 21 | . | 4 |
| 35 | CCN1CCN(C(=S)c2ccc(OCC(=O)Nc3ccc(OC)cc3)cc2)CC1 | 12 | . | -1 | 5 | 9 | . | . | . | -2 |
| 36 | CCc1ccc(C(=O)NCc2cccs2)s1 | . | 94 | . | . | . | 89 | 8 | 98 | . |
| 37 | CCNC(=O)NCCc1c[nH]c2ccc(Cl)cc12 | . | 98 | . | . | . | 81 | -2 | 107 | . |
| 38 | N#Cc1c(N)nc2c3c(sc(=N)c2c1N)NC(=O)CC3c1ccccc1 (configuration not stated) | -39 | . | 3 | -5 | -4 | . | -2 | . | 5 |
| 39 | Cc1cc(NC(=O)c2cnc3ccccn3c2=O)no1 | -20 | 99 | -4 | -10 | -8 | 99 | . | 98 | 10 |
| 40 | Cc1ccc(-n2c(N)c(C(=O)NCc3cccnc3)sc2=S)cc1 | 9 | 101 | -4 | 13 | 2 | 91 | 5 | 105 | -10 |
| 41 | CCn1c(/C=C/c2ccc([N+](=O)[O-])o2)nc2ccccc2c1=O | 30 | 4.0* | -7 | 9 | -11 | 6.5* | 68* | 9.2* | -9 |
| 42 | CCc1nnc(NC(=O)CSc2nnc(-c3ccoc3C)n2-c2ccc(C)cc2)s1 | 23 | 98 | -5 | 4 | -3 | 74 | 5 | 102 | -6 |
| 43 | Cc1cc(COc2ccccc2O)on1 | 20 | 80 | 0 | 4 | -5 | 93 | -6 | 103 | -4 |
| 44 | Cc1nc(N2CCN(Cc3ccccc3)CC2)[nH]c(=O)c1C | 12 | 101 | -1 | 0 | 5 | 83 | . | 122 | -1 |
| 45 | Cn1nc(C(=O)N2CCN(S(=O)(=O)c3ccccc3)CC2)c2ccccc2c1=O | -3 | 102 | -5 | -12 | -6 | 94 | 11 | 101 | 10 |
| 46 | COc1ccc(C(=O)NC2CCN(C(=S)Nc3cc(C)ccc3C)CC2)cc1 | 19 | . | -5 | 9 | 1 | . | -3 | . | -6 |
| 47 | COc1ccc(NC(=O)c2cc(OC)c(OC)c(OC)c2)cn1 | -16 | 104 | -4 | -1 | -3 | 84 | 4 | 110 | 1 |
| 48 | Cc1cc(NC(=O)CCSc2nc(-c3ccco3)cc(C(F)(F)F)n2)no1 | -6 | 82 | -6 | -18 | 6 | 69 | 7 | 103 | 16 |
| 49 | COc1ccc(C(=O)N(CN2CCCC2=O)c2ccccc2OC)cc1OC | -1 | . | -7 | 4 | 4 | . | 10 | . | -2 |
| 50 | O=C(c1ccc2c(=O)n3c(nc2c1)CCCCC3)N1CCN(C(c2ccccc2)c2ccccc2)CC1 | 9 | . | 0 | 11 | -14 | . | 13 | . | -10 |

Carrying on.
| nr | molecule | S1P2 blocker | HUVEC prolif 384 | S1P2 ag | sEH inh | PTPN22 act | H69AR growth 86K | PostGolgi ctrl | Lung fibro prol | sEH activator |
| --- | --- | --- | --- | --- | --- | --- | --- | --- | --- | --- |
| 51 | CCOc1ccc(NC(=O)CSc2nc3ccccc3c(=O)n2CCCC(=O)N2CCCC2)cc1 | 17 | 92 | -3 | -8 | 13 | 42 | -3 | 101 | 8 |
| 52 | Cc1c(C=O)c(C=O)c(C)n1Cc1ccccc1 | 45 | 51 | -9 | -17 | -4 | 38* | -7 | 48* | 16 |
| 53 | CC(=O)Oc1ccc(OC(C)=O)c(SCCCCCN2CCOCC2)c1 | 21 | . | -3 | -8 | -4 | . | 6 | . | 6 |
| 54 | C=CCOc1ccc(/C(O)=C2/C(=O)C(=O)N(CCN3CCOCC3)C2c2ccc(C)cc2)cc1 (configuration not stated) | -10 | 92 | -6 | 18 | -1 | 93 | 28 | 98 | -17 |
| 55 | CCN(CC)S(=O)(=O)c1cccc(-c2nnc(SCC#N)n2Cc2ccccc2)c1 | . | 93 | . | . | . | 79 | 33* | 96 | . |
| 56 | Cc1nn(C(C)(C)C)c(OC(=O)c2cccs2)c1Sc1ccccc1 | 16 | 74 | -4 | -11 | 1 | 98 | 14 | 95 | 8 |
| 57 | Cc1cccc(N2CCN(C(=O)CCCn3c(=S)[nH]c4cc5c(cc4c3=O)OCO5)CC2)c1C | 4 | 93 | -5 | 10 | 6 | 72 | 5 | 95 | -10 |
| 58 | COc1ccc(C2CC(=O)N3C(=C2C#N)SCC3(O)c2ccccc2)cc1 (configuration not stated) | 21 | 83 | -11 | . | 4 | 71 | 7 | 92 | . |
| 59 | CC1=NN(C(=O)Cc2ccc([N+](=O)[O-])cc2)C(O)(c2cccnc2)C1 (configuration not stated) | 12 | . | -7 | 1 | -2 | . | 2 | . | 1 |
| 60 | COCC(=O)Nc1nnc(COc2ccccc2)s1 | 7 | 99 | -3 | 10 | -4 | 94 | -10 | 102 | -10 |
| 61 | CCOC(=O)c1sc(NS(=O)(=O)c2ccccc2Cl)nc1C | 9 | 101 | -9 | 0 | 14 | 84 | 13 | 105 | -3 |
| 62 | CCOC(=O)c1ccc(CNC(=O)c2cc(C(C)(C)C)oc2C)o1 | 6 | . | -7 | -7 | -1 | . | 13 | . | 7 |
| 63 | CCN(CC)c1ccc(NC(=O)Nc2ccc(C(C)=O)cc2)cc1 | 8 | 94 | -1 | 58 | 8 | 99 | 2 | 90 | -56 |
| 64 | O=C(CN1C2=NCCN2c2ccccc21)c1ccco1 | 13 | 97 | -5 | 15 | 6 | 91 | 6 | 100 | -17 |
| 65 | CC1CCCN(C(=S)NCCc2ccccc2)C1 (configuration not stated) | -3 | 99 | -4 | 6 | -6 | 99 | 32* | 90 | -7 |
| 66 | C1CCC(NC2=NCCC2)CC1 | 10 | 105 | -3 | -24 | -9 | 92 | 6 | 108 | 25 |
| 67 | CC1CN(S(=O)(=O)c2ccc(C(=O)Nc3sc4c(c3C(N)=O)CCN(C)C4)cc2)CC(C)O1 (configuration not stated) | . | 91 | . | . | . | 102 | 0 | 101 | . |
